ERG Ets-DNA blk: qHTS for Small Molecule Inhibitors of the ERG Ets/DNA interaction | Transcriptional regulator ERG (Homo sapiens), P11308 | fluorescence polarization, His-ERG Ets domain / labelled DNA | Potency, µM (titrated, usually from 76.9 µM), for the others: at the highest dose FP activity, negative = inhibition, usual class: inhibitors | 370,000 tested, 0.028% active; active = well fitted inhibition curve with a large enough effect in the polarisation, with a control signal flat; inconclusive = small, poorly fitted or top-dose-only effect, or effect the other way, or a change in a side signal; inactive = no such curve, though single readings can be large or run the other way; the % refers to the polarisation;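 note: polarization taken with two DNA probes labelled with fluorescein and Texas red; % of control where 0% means no effect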
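His-tagged ERG Ets domain (1 uM in the protein solution; 300mM KCl, 50mM Tris-HCl, 1mM EDTA, 1mM DTT, pH 7.5) received compound, then a probe mix of 5 nM fluorescein-DNA and 100nM Texas-615-DNA. Fluorescence polarization was read for both dyes.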
12-LOX inh: Primary qHTS assay for inhibitors of human arachidonate 12S-lipoxygenase (ALOX12): Round 2 | purified 12hLO, xylenol orange hydroperoxide absorbance | Potency, µM (titrated, usually from 108 µM), inactives show at the top dose activity change, negative = inhibition, actives largely listed as inhibitors | Polyunsaturated fatty acid lipoxygenase ALOX12 (Homo sapiens), P18054 | 580,000 tested, 1.1% active; note: % is set by controls: 0 for no effect and ±100 for the full control effect
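Hydroperoxide product was detected by ferrous iron/xylenol orange as the 573 to 405 nm absorbance ratio. Arachidonic acid at 40 uM (final) was turned over for 30 min at room temperature by 150 nM human 12hLO, pH 7.0 Hepes buffer, after 15 min compound preincubation.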
Tb PGK inh: qHTS Assay to Find Inhibitors of Phosphoglycerate Kinase. Phosphoglycerate kinase, glycosomal (Trypanosoma brucei brucei), P07378. PGK/GAPDH coupled, Kinase-Glo luminescence, 60 min. Potency, µM (series often up to 57.5 µM), for the others: top-dose activity change, negative = inhibition, hits mostly inhibitors. 380,000 tested, 0.043% active; note: % is set by controls: 0 for no effect and ±100 for the full control effect; nearly all actives have a fitted effect of over 60% in size
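Recombinant glycosomal PGK reaction used 1,3-bisphosphoglycerate generated in-well by GAPDH (100nM final) in 100mM TEA pH 7.6, 5mM MgCl2, 0.01% Tween-20. After 60 minutes at room temperature, ATP was read by Kinase-Glo Plus luminescence end-point.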
Pin1 inhibitor: qHTS Assay to Find Inhibitors of Pin1; Peptidyl-prolyl cis-trans isomerase NIMA-interacting 1 (Homo sapiens), Q13526; Pin1 FP peptide displacement, HiFluor488, 10 min; Potency, µM (highest dose often 115 µM), inactives show at the top dose activity, negative = inhibition, most hits filed as inhibitors; 390,000 tested, 0.009% active; AID 504891, 2011; active = well fitted inhibition curve with a large enough effect in the polarisation, with a control signal flat, not every such curve was filed as active; inconclusive = small, poorly fitted or top-dose-only effect, or effect the other way, or a change in a side signal; inactive = no such curve, though single readings can be large or run the other way; the % refers to the polarisation; note: % is set by controls: 0 for no effect and ±100 for the full control effect
Target sequence (Q13526 whole entry, looked up): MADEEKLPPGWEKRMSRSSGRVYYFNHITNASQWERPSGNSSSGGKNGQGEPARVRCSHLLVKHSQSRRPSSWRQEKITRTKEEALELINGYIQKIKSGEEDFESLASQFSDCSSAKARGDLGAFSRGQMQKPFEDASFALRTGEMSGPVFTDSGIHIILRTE
RGS4 inhibitor: Inhibitors of Regulator of G Protein Signaling (RGS) 4: qHTS; Regulator of G-protein signaling 4 (Homo sapiens), P49798; Transcreener GDP fluorescence polarization, RGS4-accelerated GTP hydrolysis; Potency, µM (highest dose often 114 µM), without a hit: at the top dose activity change, negative = inhibition, hits mostly inhibitors; 390,000 tested, 0.039% active; AID 504845, 2011; note: % is set by controls: 0 for no effect and ±100 for the full control effect; nearly all actives have a fitted effect of over 75% in size; some results filed as inactive show a strong effect at the top dose
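MLSMR compounds (23 nl, pin-transferred) preincubated 10 min at room temperature with a 500nM (2x) first reagent, then RGS4 at 900nM (2x) plus Transcreener GDP mix added; fluorescence polarization (620/688 nm) read before and after 90 min at 30 °C.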
HP1b binding inh: HTS for Inhibitors of HP1-beta Chromodomain Interactions with Methylated Histone Tails | Chromobox protein homolog 1 (Homo sapiens), P83916 | AlphaScreen HP1-beta / biotin-H3K9me3 peptide binding | Potency, µM (series often up to 114 µM), without a hit: at the top dose activity change, negative = inhibition, most hits filed as inhibitors | 390,000 tested, 0.56% active | AID 540317, 2011; note: nearly all actives have a fitted effect of over 70% in size; inactives centre near 23
Target sequence (P83916 whole entry, looked up): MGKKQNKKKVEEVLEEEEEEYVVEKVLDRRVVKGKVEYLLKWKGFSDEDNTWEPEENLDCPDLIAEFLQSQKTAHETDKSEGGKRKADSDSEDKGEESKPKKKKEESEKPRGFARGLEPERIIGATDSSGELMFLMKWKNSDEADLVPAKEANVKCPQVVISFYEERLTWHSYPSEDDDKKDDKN
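AlphaScreen: HP1-beta (50 nM) preformed 30 min with biotin-H3(1-18)K9me3 peptide (50 nM) in PBS pH 7.4, 0.01% Tween-20. Compound added for 30 min at RT, then streptavidin donor/nickel chelate acceptor beads (10 ug/mL) for 30 min.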
JMJD2A Tudor: qHTS Assay for Inhibitors of JMJD2A-Tudor Domain | AlphaScreen JMJD2A-Tudor / H3K4me3 peptide binding | AID 504339, 2011 | Potency, µM (top dose mostly 114 µM), for inactives: top-dose activity change, negative = inhibition, usual class: inhibitors | 390,000 tested, 4.4% active | Lysine-specific demethylase 4A (Homo sapiens), O75164; note: % is set by controls: 0 for no effect and ±100 for the full control effect; nearly all actives have a fitted effect of over 50% in size
rTrxR1 inhibitor: qHTS Assay for Inhibitors of Mammalian Selenoprotein Thioredoxin Reductase 1 (TrxR1): qHTS; Thioredoxin reductase 1, cytoplasmic (Rattus norvegicus), O89049; Potency, µM (top dose mostly 114 µM), without a hit: at the highest dose activity change, negative = inhibition, usual class: inhibitors; 390,000 tested, 1% active; recombinant rTrxR1, NADPH fluorescence consumption, selenite substrate; note: % is set by controls: 0 for no effect and ±100 for the full control effect; nearly all actives have a fitted effect of over 65% in size
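Rat TrxR1 (90 nM in the dispensed reagent) was pre-reduced with 400 uM NADPH for 5 min at room temperature, then incubated with compound for 15 min. After 400 uM selenite was added, NADPH fluorescence (Ex 340/Em 450 nm) was followed for 8 min.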
GLS inh: qHTS for Inhibitors of Glutaminase (GLS); Glutaminase kidney isoform, mitochondrial (Homo sapiens), O94925; Potency, µM (titrated, usually from 45.5 µM), inactives show at the top dose activity change, negative = inhibition, actives largely listed as inhibitors; GLS enzymatic activity, qHTS titration; 410,000 tested, 0.21% active; AID 624170, 2012; note: % is set by controls: 0 for no effect and ±100 for the full control effect
Target sequence (O94925 whole entry, looked up, canonical isoform): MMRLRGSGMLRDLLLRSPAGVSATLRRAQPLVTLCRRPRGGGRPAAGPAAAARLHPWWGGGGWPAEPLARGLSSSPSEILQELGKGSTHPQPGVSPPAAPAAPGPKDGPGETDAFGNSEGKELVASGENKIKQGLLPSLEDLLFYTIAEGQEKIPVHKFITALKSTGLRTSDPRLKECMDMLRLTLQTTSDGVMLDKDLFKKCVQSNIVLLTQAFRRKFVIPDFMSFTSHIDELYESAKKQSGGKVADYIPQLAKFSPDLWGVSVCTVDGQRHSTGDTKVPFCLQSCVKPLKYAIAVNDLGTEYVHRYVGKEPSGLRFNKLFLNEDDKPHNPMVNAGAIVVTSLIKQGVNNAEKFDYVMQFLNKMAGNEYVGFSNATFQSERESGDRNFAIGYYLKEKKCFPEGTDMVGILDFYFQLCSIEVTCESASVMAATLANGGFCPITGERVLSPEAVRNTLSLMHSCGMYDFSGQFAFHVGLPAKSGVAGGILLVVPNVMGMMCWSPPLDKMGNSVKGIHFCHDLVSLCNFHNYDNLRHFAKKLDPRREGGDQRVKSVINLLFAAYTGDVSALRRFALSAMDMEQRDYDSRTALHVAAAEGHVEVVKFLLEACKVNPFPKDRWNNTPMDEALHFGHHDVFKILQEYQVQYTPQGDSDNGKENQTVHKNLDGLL
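Read-out is an Amplex red fluorescence increase coupled through glutamate oxidase and HRP, measured before and after 30 min room-temperature incubation. hKGA is in 45 mM KH2PO4 (pH 8.2) with 0.02% Tween-20; glutamine added as 1mM solution.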
An asterisk follows results filed as active; i = inactive; ? = inconclusive; . = no result given; [ ] = another dose, or the depositor's remark. Unless noted, calls come from the whole dose curve; as a rule, active = well fitted curve in the direction sought with a large enough effect; inconclusive = small, poorly fitted or top-dose-only effect, or another doubt; inactive = no such curve, though single readings can be large; an effect the other way counts as inactive or inconclusive. Potency is the fitted concentration of half-maximal effect. Some of the compounds tested. The share of hits here may be higher or lower than overall.

SMILES	ERG Ets-DNA blk	12-LOX inh	Tb PGK inh	Pin1 inhibitor	RGS4 inhibitor	HP1b binding inh	JMJD2A Tudor	rTrxR1 inhibitor	GLS inh
FC(F)(F)c1nnc2ccc(N3CCCCCC3)nn12	4%	11%	-4%	-2%	-13%[11.4 µM]	71%[activator]	-10%[11.4 µM]	11%[57.1 µM]	-7%
COc1ccc(C2=NS(=O)(=O)N(C)C(C(=O)N3CCCCC3C)=C2)cc1 (stereo not given)	4%	9%	-5%	-5%	8%	21%	-13%	?	-2%
C[C@@H]1CN([C@H](C)CO)C(=O)c2cc(NC(=O)Nc3ccc4c(c3)OCO4)ccc2O[C@H]1CN(C)Cc1ccncc1	7%	?	5%	4%	-3%	13%	?	?	27%
O=C(COC(=O)/C=C/c1cc(Br)ccc1F)NC1CC1	0%	-1%	10%	-2%	19%	8%[57 µM]	-12%	15%[57.1 µM]	5%
CCCCn1c(=NC(=O)c2ccco2)c(C(=O)OCC)cc2c(=O)n3cccc(C)c3nc21	4%	-1%	3%	-5%	-6%	54%[activator]	2%	-6%	-2%
O=C(NCC(c1cccnc1)N1CCc2ccccc21)c1ccc(F)c(F)c1 (stereo not given)	-2%	0%	-11%	5%	-16%	29%	-11%	-2%	28%
O=[N+]([O-])c1nn(-c2ccccc2)[n+]([O-])c1N1CCN(c2ccccc2)CC1	-3%	-10%	-9%	-14%	-5%	19%	-16%	10%[57.1 µM]	-15%
CCCCOc1ccc(CSC(=N)N)cc1Cl	0%	24%	20%	-3%	12%	9%	-7%	18%	20µM*
CCOC(=O)c1[nH]c(C)c(C(=O)N2CCN(c3ccc(F)cc3)CC2)c1C	1%	?	i	0%	9%	16%	-27%	-4%	-2%
O=C(Nc1cc(Sc2nc3ccccc3s2)cc([N+](=O)[O-])c1)c1cccc(F)c1F	1%	-2%	0%	3%	-4%	-21%	?	-5%	4%
O=C(CCN1C(=O)/C(=C\c2cccs2)SC1=S)Nc1ccc(C(=O)O)cc1	27%	?	2%	40%[activator]	-18%	5%	?	-8%	6%
O=C(CSc1nnc(Cn2c(=O)sc3ccccc32)n1-c1ccccc1)NCC1CCCO1 (stereo not given)	4%	0%	i	-12%	-1%	33%	1%	14%[57.1 µM]	-4%
O=C(OCc1nc(-c2ccccc2)oc1COC(=O)c1ccco1)c1ccco1	.	-23%	4%[11.5 µM]	15%	-20%	17%	-12%	3.2µM*	-2%
Cc1nc2ccc(S(=O)(=O)NC(C(=O)NCc3ccc(Cl)cc3)C(C)C)cc2s1 (stereo not given)	-3%	-17%	-9%	-1%	-15%	54%[activator]	-5%	1%	-6%
CC(C)Oc1ccc(C(=O)NNC(=O)c2ccccc2C(=O)O)cc1	0%	-7%	-5%	0%	-12%	40%[activator]	-5%	19%	-3%
CC(=O)n1cc([C@@H]2C=C(C(=O)Nc3ccccc3)O[C@H](OCCCCO)C2)c2ccccc21	2%	?	2%	48%[activator]	8%	7%	-28%	20%	6%
Clc1ccccc1-c1nc2ccccc2c2nc3ccccc3n12	.	-4%	i	2%	-7%	18%	-9%	-3%	15%
O=C(Cn1cnc2scc(-c3ccc(F)cc3)c2c1=O)N1CCOCC1	2%	-23%	-4%	-6%	-13%	16%	0%	7%	3%
CC/C(=N/Nc1cccc(Cl)c1)c1cnnc(SC)n1	15%	?	0%	9%	12%	27%	?	2%	7%
CCOC(=O)C(C(=O)c1ccccc1)C1CC(C)NC(=S)N1 (stereo not given)	10%	?	-5%	-3%	-13%	23%	-15%	-3%	0%
CCCCn1nc(C(=O)OCC(=O)Nc2sccc2C(N)=O)c2ccccc2c1=O	14%	?	i	9%	-17%	22%	-29%	11%	-1%
CCOc1ccc(CNC(=O)CN2C(=O)C(c3ccccc3)Oc3cccnc32)cc1 (stereo not given)	-1%	-2%	-4%	12%	-3%[56.9 µM]	30%	-24%	-1%	3%
O=C(Cn1cc(S(=O)(=O)N2CCCC2)c(S(=O)(=O)N2CCCC2)c1)NCc1ccco1	-8%	0%	0%	-8%	20%[11.4 µM]	41%[activator]	-15%	-17%	14%
CCCCCC(=O)NC(Nc1ccc(S(N)(=O)=O)cc1)C(Cl)(Cl)Cl (stereo not given)	0%	-10%	8%	-11%	24%	21%	-8%	-4%	13%
Nc1ccc2c(c1)CC(=O)c1ccccc1S2	3%	?	-4%	1%	-6%	20%	-13%	-1%	-4%
O=[N+]([O-])c1ccc(N2CCN(c3ccccc3O)CC2)cc1	-2%	6%	-5%	-7%	15%	-25%	-25%	21%	16%
COc1ccc(/C=C/C(=O)NCc2ccc(F)cc2)cc1S(=O)(=O)N1CCOCC1	-6%	10%	i	?	5%	-1%	-17%	3%	4%
C=CC[C@@H](CC(=O)N(CCO)Cc1ccccc1)C(=O)N[C@H](COC(=O)[C@@H](CC=C)CC(=O)OC(C)(C)C)C(C)(C)C	-1%	?	-8%	-1%	-4%	22%	-13%	10%	2%
Cc1cc(C=O)c(C)n1-c1ccc(N2CCCCC2)c([N+](=O)[O-])c1	-6%	-24%	-3%	0%	-17%	?	35µM*	-5%	-6%
CCOC(=O)N1CCC(NCCNC(=O)c2ccc(Cl)cc2)CC1	6%	?	-8%	0%	-9%	-38%	2.8µM*	18%	-8%
CC(=O)Nc1cc2c(cc1NC(=O)Cn1nc(-c3ccc(F)cc3)ccc1=O)OCCO2	16%	-20%	i	2%	16%	7%	-9%	12%[57.1 µM]	-13%
Cc1cc(C)cc(NC(=O)Cn2nnc(C(=O)Nc3cc(C)cc(C)c3)c2N)c1	3%	-14%	i	13%	-14%	31%	-9%	9%	3%
COc1cc(Sc2ccc(C)cc2)c(OC)cc1N	.	?	.	-5%	?	28µM*	22µM*	-13%	5%
Cc1ccc(C(C(=O)NCC2CCCO2)N(Cc2ccccc2F)C(=O)Cn2nnc(-c3cccs3)n2)cc1 (stereo not given)	-5%	-2%	-5%	4%	-16%	21%	-14%	-13%	-16%
COc1ccccc1CC(=O)NNS(=O)(=O)c1ccccc1[N+](=O)[O-]	-6%	-67%	-7%	6%	-5%	7%	-18%	0%[57.1 µM]	4%
Cc1cccc(C)c1NC(=S)N(C)CCc1ccccn1	-2%	-4%	-14%	0%	-6%	30%	2%	-16%	-4%

Sorted by SMILES length (lowest first): seven of the compounds above
SMILES	ERG Ets-DNA blk	12-LOX inh	Tb PGK inh	Pin1 inhibitor	RGS4 inhibitor	HP1b binding inh	JMJD2A Tudor	rTrxR1 inhibitor	GLS inh
Nc1ccc2c(c1)CC(=O)c1ccccc1S2	3%	?	-4%	1%	-6%	20%	-13%	-1%	-4%
Cc1cccc(C)c1NC(=S)N(C)CCc1ccccn1	-2%	-4%	-14%	0%	-6%	30%	2%	-16%	-4%
CCOC(=O)N1CCC(NCCNC(=O)c2ccc(Cl)cc2)CC1	6%	?	-8%	0%	-9%	-38%	2.8µM*	18%	-8%
Cc1cc(C=O)c(C)n1-c1ccc(N2CCCCC2)c([N+](=O)[O-])c1	-6%	-24%	-3%	0%	-17%	?	35µM*	-5%	-6%
CC(=O)Nc1cc2c(cc1NC(=O)Cn1nc(-c3ccc(F)cc3)ccc1=O)OCCO2	16%	-20%	i	2%	16%	7%	-9%	12%[57.1 µM]	-13%
Cc1ccc(C(C(=O)NCC2CCCO2)N(Cc2ccccc2F)C(=O)Cn2nnc(-c3cccs3)n2)cc1 (stereo not given)	-5%	-2%	-5%	4%	-16%	21%	-14%	-13%	-16%
C=CC[C@@H](CC(=O)N(CCO)Cc1ccccc1)C(=O)N[C@H](COC(=O)[C@@H](CC=C)CC(=O)OC(C)(C)C)C(C)(C)C	-1%	?	-8%	-1%	-4%	22%	-13%	10%	2%

(continued)
SMILES	ERG Ets-DNA blk	12-LOX inh	Tb PGK inh	Pin1 inhibitor	RGS4 inhibitor	HP1b binding inh	JMJD2A Tudor	rTrxR1 inhibitor	GLS inh
Cc1cccc(NC(=O)Nc2cnccn2)c1C	25%	8%	-1%	-4%	16%	26%	-9%	14%	-8%
C=CCN(c1ccccc1)S(=O)(=O)c1cccc(C(=O)Oc2ccc3c(C)cc(=O)oc3c2)c1	3%	-24%	4%	9%	-19%	48%[activator]	-1%	-7%[57.1 µM]	-8%
NC(=O)c1ccc(NC(=O)C2CCCO2)cc1 (stereo not given)	5%	-21%	-7%	1%	-7%	26%	-3%	4%	0%
O=C(COc1ccc(Br)cc1)N1CCOCC1	3%	27%	-4%	-11%	-4%	25%	-3%	12%	7%
